FXIIa inh 1536: blocks human coagulation factor XIIa protease activity; purified FXIIa, Boc-QGR-AMC fluorogenic substrate, 2 h; inhibition, % at 5 µM; 220,000 tested, 0.3% active; in the data active means inhibition above about 40%;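 further: 0% = enzyme with no compound and 100% = blank without enzyme; many of its hits are not listed in these tables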
Target sequence (P00748 20-372 limits assumed): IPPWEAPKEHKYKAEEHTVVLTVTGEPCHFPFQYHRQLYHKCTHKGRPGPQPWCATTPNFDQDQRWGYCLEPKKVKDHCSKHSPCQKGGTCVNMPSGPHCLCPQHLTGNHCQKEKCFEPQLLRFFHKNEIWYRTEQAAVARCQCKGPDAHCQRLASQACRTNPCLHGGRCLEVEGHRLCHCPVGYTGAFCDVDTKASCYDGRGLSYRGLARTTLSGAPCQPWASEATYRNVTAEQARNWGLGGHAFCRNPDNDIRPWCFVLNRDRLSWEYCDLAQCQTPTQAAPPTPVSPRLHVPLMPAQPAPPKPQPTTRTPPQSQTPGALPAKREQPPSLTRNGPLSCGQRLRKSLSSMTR
Target sequence (P00748 373-615 limits assumed): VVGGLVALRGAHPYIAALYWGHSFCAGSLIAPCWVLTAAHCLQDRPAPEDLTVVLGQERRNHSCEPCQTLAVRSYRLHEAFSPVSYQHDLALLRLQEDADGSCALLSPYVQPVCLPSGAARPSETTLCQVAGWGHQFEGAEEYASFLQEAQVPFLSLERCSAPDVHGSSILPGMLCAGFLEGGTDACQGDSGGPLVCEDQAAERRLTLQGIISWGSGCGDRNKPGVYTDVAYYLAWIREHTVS
thrombin 1536: thrombin (human) inhibition; P00734; alpha-thrombin, Boc-VPR-AMC fluorogenic substrate cleavage; inhibition, % at 5 µM; 220,000 tested, 0.26% active; AID 1046;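 active means inhibition at or above 40%; inactive means inhibition below 40%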;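 further: 0% = enzyme with no compound and 100% = wells without enzyme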
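Material: human alpha-thrombin protein; Also added: Boc-VPR-AMC substrate, 15 µM final; Timing: enzyme reaction carried out at room temperature; Signal: fluorescence, ex 355 nm, em 460 nm; Measure: % inhibition of thrombin; Controls: enzyme without compound as high, wells lacking enzyme as low.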
Furin inhibitor: human furin inhibition; P09958; 220,000 tested, 0.061% active; purified furin, fluorogenic substrate cleavage; inhibition, % at 30 µM; AID 463115; in the data active means inhibition above about 25%; further: inactives centre near -15
Rad51 HR inh: Rad51 (human) homologous recombination inhibition; Q06609; hRad51 DNA strand exchange, fluorescence dequenching; inhibition, % at 10 µM; 200,000 tested, 0.085% active; AID 1385;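 active means inhibition above 40% at the single screening dose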;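 further: 0% = DMSO control wells and 100% = blanks with heterologous ssDNA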
Target sequence (Q06609 whole entry, looked up): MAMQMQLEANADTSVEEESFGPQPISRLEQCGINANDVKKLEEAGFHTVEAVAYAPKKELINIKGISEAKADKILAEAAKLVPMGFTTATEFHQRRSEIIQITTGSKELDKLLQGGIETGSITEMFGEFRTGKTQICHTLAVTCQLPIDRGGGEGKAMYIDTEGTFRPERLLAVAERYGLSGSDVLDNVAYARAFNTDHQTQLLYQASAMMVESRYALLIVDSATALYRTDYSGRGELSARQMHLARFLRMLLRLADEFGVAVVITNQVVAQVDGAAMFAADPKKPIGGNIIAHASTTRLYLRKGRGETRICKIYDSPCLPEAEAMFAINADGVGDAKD
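Test system: preformed human Rad51 ssDNA filaments; also added: Donor/quencher-labelled 47-bp dsDNA substrate; doses: 10 µM final, single point; times: 37 °C 15-min filament assembly, 30-min compound preincubation, 15-min exchange; detection: FRET fluorescence dequenching, excitation 485 nm, emission 520 nm; read-out basis: Fluorescence-based percent inhibition, control- and blank-normalised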
Cl transport mod: KCC2 (human) Cl- transport modulation; KCC2 cells, thallium flux FluoZin-2 fluorescence; Q9H2X9; B-score of Tl+ flux slope (higher = more flux/activation; lower = inhibition) at 10 µM; AID 1456; 190,000 tested, 2.2% active;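 active means thallium flux slope and its plate-corrected score both differing from the plate sample mean at a set confidence after two filtering rounds, in either direction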;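 further: slope of fluorescence scaled to starting intensity during 10 to 20 s after thallium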
FXIa inh: inhibitors of human coagulation factor XIa; P03951; purified FXIa, Boc-Glu-Ala-Arg-AMC fluorogenic substrate; inhibition, % at 5 µM; 220,000 tested, 0.14% active;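 active means inhibition of at least 40%; inactive means inhibition below 40%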;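 further: fluorescence of freed AMC excited at 355 nm; 0% = enzyme without compound and 100% = no enzyme blank; many of its hits are not listed in these tables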
PERK inhibitor: blocks human PERK kinase | Q9NZJ5 | CHO PERK-DD fusion, SEAP luminescence translation reporter | inhibition, % at 5.6 µM | 220,000 tested, 0.17% active | AID 1416;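 active means inhibition above the mean inhibition of all tested compounds plus 3 SD, set separately per screening campaign, cut at about 2.9% in these data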;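 further: PERK kinase domain activated by AP20187 dimerizer at 100 nM; 0% = DMSO with dimerizer and 100% = rapamycin at 8.4 µM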
m-calpain inh: inhibitors of pig calpain II. purified calpain II, fluorogenic peptide substrate, 30 min. inhibition, % at 16 µM. 220,000 tested, 0.37% active. AID 1236;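 active means inhibition above about 50%, limit read from the data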
hK5 inh: inhibitors of human kallikrein 5; Q9Y337; 210,000 tested, 0.59% active; AID 873; inhibition, % at 5 µM; recombinant hK5, fluorogenic AMC substrate cleavage;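 active means inhibition of 40% or more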;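 further: 0% = enzyme controls without compound and 100% = no-enzyme blanks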
An asterisk follows results filed as active; i = inactive; x = not tested or not shown; [ ] = dose if it differs, or a comment.

SMILES	FXIIa inh 1536	thrombin 1536	Furin inhibitor	Rad51 HR inh	Cl transport mod	FXIa inh	PERK inhibitor	m-calpain inh	hK5 inh
CN(C)S(=O)(=O)c1ccc(-c2csnn2)s1	-6.3	-1.8	3.2[20 µM]	12.6	-0.266	-0.6	-0.6	-26.0	-2.3
COc1cccc(NC(=O)c2ccc(NC(=O)C3CC(=O)OC34CCCCC4)cc2)c1 (stereo unspecified)	7.1	1.9	-13.6	x	-0.18	1.4	1.3	-19.5	x
CC(=O)c1c(O)c(C)c(-c2ccccc2)n(-c2ccccc2)c1=O	9.3	2.4	-11.8[20 µM]	x	x	4.6	0.1	-50.2	-4.3
COc1ccc(O[C@H]2C=C[C@@H](c3ccccc3)O[C@@H]2COC(=O)CC/C(C)=N/OC[C@@H](O)[C@H]2O[C@@H]3OC(C)(C)O[C@@H]3[C@H]2O)cc1	18.8	2.3	-7.5	x	-0.0863	9.0	-0.2	-55.7	-4.9
CN(C1CCCC1)C1CCN(C(=O)CNC(=O)/C=C/c2ccc(F)cc2)CC1	-1.4	-8.2	-11.9	2.5	0.0875	-1.7	0.0	-4.5	-24.8
Cc1ccsc1C1Nc2ccccc2-c2nc3ccccc3n21 (stereo unspecified)	-8.6	-6.9	-42.9	-9.6	-0.00883	-8.2	-0.1	-474.5	-33.6
CN(CC1CCOCC1)C(=O)CC1C(=O)NCCN1CC1CCCCC1 (stereo unspecified)	11.0	-4.8	-23.4	-177.3	1.45	8.4	1.1	-49.5	-1.6
Cc1nc2ccccc2nc1OCc1ccc([N+](=O)[O-])cc1	-4.4	1.4	-21.0	14.2	0.746	-3.4	1.7	-19.1	-17.4
COc1ccc(Cl)cc1N(CC(=O)Nc1ccc2c(c1)OCO2)S(C)(=O)=O	-4.8	-3.2	-29.3	0.5	0.0066	-10.0	-0.5	25.7	15.5
COc1ccc2nc(NC(=O)CSc3nc(SC)ns3)sc2c1	7.0	3.0	-21.3	9.7	-0.274	14.3	1.5	13.3	14.8
COc1cccc(C(=O)OCCN2CCOCC2)c1	32.1	-3.0	-10.7	-4.8	1.09	50.7*	0.5	17.3	35.5
CC(C)NC(=O)NC(=O)COC(=O)c1ccc(F)cc1F	12.8	-7.6	-21.4	-12.5	0.288	2.0	1.4	-8.7	-9.0
Nc1c(C(=O)OCC(=O)NCc2ccccc2)[nH]c(=O)[nH]c1=O	5.0	-0.4	-15.1	-12.2	0.0482	-3.1	2.2	-15.8	0.4
CCCCOC(=O)c1nc[nH]c1C(=O)OCCCC	3.1	-7.9	-27.4	8.7	-0.985	-1.6	1.0	-9.4	-3.5
CCCCOc1ccc(S(=O)(=O)NCc2csc(C)n2)cc1	-1.2	-7.7	-18.8[20 µM]	5.3	-0.286	-7.4	0.6	19.1	-7.1
CC(C)(C)c1csc(NC(=O)c2ccc3nccnc3c2)n1	13.3	-2.0	-14.4[20 µM]	-5.4	0.734	-5.6	0.3	-34.4	15.6
Cc1c(NC(=O)c2cccs2)cccc1C(=O)O	5.2	-5.3	-9.8[20 µM]	-1.3	0.769	-6.0	0.2	17.0	10.7
CN(CCCNC(=O)Cn1cccc1C(=O)c1ccccc1)C1CCCCC1	5.6	-0.4	-34.2	x	-0.894	-4.0	0.4	-23.5	x
O=C(Nc1ccccc1)Nc1ccccc1-n1ccnc1	8.6	x	-25.8	-3.6	0.0156	0.7	0.9	21.2	-2.5
COc1cc(Cl)c(C)cc1NC(=O)c1ccc(S(C)(=O)=O)cc1	1.6	0.3	-13.0	10.9	0.0448	-0.3	0.5	35.3	-3.2
Nc1nc2c(Cl)ccc(Cl)c2s1	24.1	2.0	-17.4	0.2	-0.416	-3.8	0.6	4.8	-13.3
O=C(COC(=O)Cc1ccccc1[N+](=O)[O-])NCc1ccccc1Cl	15.8	-2.7	-15.9	9.5	-0.109	4.1	1.1	-4.2	-13.0
CC(C)c1ccccc1NC(=S)NCc1ccncc1	6.3	-0.4	-29.3	10.4	0.018	-1.3	1.2	18.0	2.0
Cc1ccc(NC(=O)CSC2=C(C#N)C(c3ccco3)C3=C(CCCC3=O)N2)cc1 (stereo unspecified)	-8.5	-5.4	-13.7	x	-1.21	-8.0	0.0	33.5	3.8
COc1ccccc1N(CC(=O)NC1CCCCC1)C(=O)c1csnn1	9.2	1.0	-17.3[20 µM]	-4.7	-0.916	7.5	-0.4	-14.3	-4.4

Additional results
SMILES	FXIIa inh 1536	thrombin 1536	Furin inhibitor	Rad51 HR inh	Cl transport mod	FXIa inh	PERK inhibitor	m-calpain inh	hK5 inh
Cc1ccc(OCCNC(=O)Cc2ccc(F)cc2)cc1	10.6	-3.1	-9.5	x	-0.571	1.3	0.6	25.6	x
Cn1c(-c2sc3ccccc3c2Cl)n[nH]c1=S	12.1	-2.0	-8.6[20 µM]	2.3	12.7*	-2.6	-1.1	-5.2	-3.1
CC(=O)Nc1ccc(SCC(=O)c2cc(C)n(Cc3cccs3)c2C)cc1	20.3	3.7	-16.7	x	0.175	14.3	-0.3	-6.2	-14.5
COc1ccccc1-n1cnc2cc(C(=O)NCc3ccco3)ccc21	10.1	5.6	4.3	-2.9	-1.33	1.3	-0.2	-42.1	2.8
Cc1ccc(CNC(=O)c2sc3ccc(S(=O)(=O)N4CCCCC4)cc3c2N)cc1	1.4	7.7	-16.8	7.5	-0.13	4.7	0.2	-65.1	-6.0
CC(=O)c1ccccc1OCCOCCOc1ccccc1C(C)=O	6.3	-3.9	-26.8	x	-1.51	1.1	-1.0	-3.3	-12.4
Cc1ccc(NC(=O)Cc2nnc(SCC(=O)c3ccc(Br)cc3)n2C)cc1	4.4	-6.0	-2.8[20 µM]	3.8	x	-6.0	-0.9	16.5	1.0
O=C(NCc1cccnc1)C(=O)Nc1ccc2c(c1)OCO2	6.5	-3.4	-11.7	-3.3	0.904	-2.2	-0.6	11.5	1.9
COc1ccc(/C=N/Nc2ncnc3sc4c(c23)CCCC4)cc1O	5.8	-3.3	-2.3	x	-1.29	4.2	-0.6	-21.6	-3.2
Cc1cccc(C)c1NC(=S)NC(=O)CCc1ccccc1	7.0	-3.1	-11.0[20 µM]	-5.0	x	-0.6	0.2	0.6	-9.8
CC(=O)Nc1ccc(OC(=O)c2cc3cc(Br)cc(Br)c3oc2=O)cc1	10.3	-1.9	-6.0	-6.1	0.208	4.4	0.7	-4.9	-19.7
CCOC(=O)c1sc(NC(=O)CSc2nc(C)cc(C)n2)c(C#N)c1C	12.5	2.4	-15.3[20 µM]	9.6	x	1.3	0.2	-15.7	-18.1
COc1ccc(C(=O)CSc2nnc(-c3ccccc3)o2)cc1	2.4	-1.7	-21.6	3.5	-2.16	0.6	0.8	-11.8	1.1
CCOC(=O)C1CCN(C(=O)COC(=O)CCOc2ccc(C)cc2)CC1	-5.5	-5.0	-12.9	3.8	0.0158	-12.0	1.3	12.9	-0.1
CCSc1nc2ccccc2n1Cc1nc(N)nc(N(C)C)n1	13.8	-7.4	-7.7[20 µM]	-9.8	-0.0589	1.4	-1.0	-40.3	-12.4
CC(=O)Nc1ccc(/C=N/N2C(C)CCCC2C)cc1 (stereo unspecified)	8.7	-0.9	-15.6	0.6	2.58	0.6	1.0	19.4	4.0
COc1ccccc1NC(=O)C1=C(C)NC2=C(C(=O)CC(c3ccc(OC)c(OC)c3)C2)C1c1coc2ccccc2c1=O (stereo unspecified)	21.6	-0.1	-1.9	x	-1.59	19.5	-1.4	-54.6	-7.0
CCO[C@H]1OC(C(=O)NCc2nc3ccccc3[nH]2)=C[C@@H](c2ccc(C(F)(F)F)cc2)[C@@H]1CCCO	7.5	-1.1	-0.4	-3.4	-0.541	1.3	0.2	25.2	7.9
CCOc1cc(/C=N/NC(=O)c2ccncc2)ccc1OC(=O)c1ccc([N+](=O)[O-])cc1	15.6	0.4	-14.2[20 µM]	-6.9	0.0881	4.2	1.8	-12.5	-11.6
CCCc1cc(NCCCCO)n2c(nc3ccccc32)c1C#N	-7.9	-4.2	-75.1	-8.3	x	-6.0	-1.2	i	-2.9
CCOc1cc(N2CCOCC2)c(OCC)cc1NC(=O)CSc1cccc[n+]1[O-]	5.3	-5.9	-25.5[20 µM]	1.4	0.475	-3.4	0.4	1.2	-2.3
CCC(=O)Nc1cccc(C2=NOC3(C2)C[C@H](C(N)=O)N(C(=O)CC#N)C3)c1 (stereo partly specified)	-0.3	-8.0	-21.2	7.6	0.269	-9.2	x	-19.1	-7.6
Cc1nn(Cc2ccc(C(=O)Nc3ccc(C(=O)OC(C)C)cc3)o2)c(C)c1Cl	4.5	-11.6	0.7[20 µM]	3.0	-0.421	-9.3	-0.8	-99.1	-11.0
Cc1cc(NC(=O)c2ccc(Br)c(S(=O)(=O)N3CCCC3)c2)no1	9.1	-0.6	-17.8[20 µM]	8.7	0.995	6.3	0.3	14.5	3.9
CSc1ccc(CN(C)CC(=O)NC(=O)NC(C)(C)C)cc1	-8.2	-1.0	-28.9	-0.7	x	0.6	-1.1	35.6	-5.1

New compounds follow
SMILES	FXIIa inh 1536	thrombin 1536	Furin inhibitor	Rad51 HR inh	Cl transport mod	FXIa inh	PERK inhibitor	m-calpain inh	hK5 inh
Cc1nc(N2CCN(c3ccccc3)CC2)nc2c1C(=O)CCC2	16.8	0.7	-15.4	0.4	0.00949	4.4	-0.7	31.4	-8.3
CCOC(=O)c1cn(Cc2cccc(Cl)c2)c2cc(C)nn2c1=O	2.2	-5.3	-3.9	-10.3	x	-3.6	-0.3	-114.5	-3.3
COCCCNC(=O)CCCn1c(=O)c2ccccc2n(Cc2cccc([N+](=O)[O-])c2)c1=O	7.7	-9.1	-12.2	-32.4	-0.779	-2.4	-0.2	-30.7	-7.9
Cn1cc(-c2nnc(-c3ccccc3)o2)c2ccccc21	-15.0	1.5	-22.7[20 µM]	-4.3	0.848	-11.4	0.4	i	86.8*
COc1ccccc1Nc1nc(-c2cccc(N3C(=O)c4ccccc4C3=O)c2)cs1	5.9	-2.1	-25.2	10.3	0.211	4.0	-1.3	-40.3	-15.6
CC(=O)NC(c1ccccc1)c1c(O)ccc2ccccc12 (stereo unspecified)	19.2	4.2	-15.4	x	-0.431	0.9	2.0	-76.2	-1.3
Clc1ccc2nc(CSc3nc4ccccc4o3)cn2c1	14.2	0.7	-6.3[20 µM]	0.1	-0.802	-0.6	-0.6	0.6	2.1
O=C(NCCCn1ccnc1)c1cc(S(=O)(=O)N2CCOCC2)c(Cl)cc1Cl	9.1	-1.4	-13.4	-1.1	-1.64	-11.8	0.0	-36.8	-8.4
Cc1cc(C(=O)N/N=C/c2cn[nH]c2-c2ccccc2)cs1	5.2	1.2	-17.6	22.8	-1.31	12.6	0.4	14.6	-4.5
COc1cc(C(=O)Nc2ccc3c(c2)OCO3)ccc1OCc1c(C)noc1C	10.4	-7.8	-10.0	-2.0	-0.0474	4.7	0.4	30.5	5.0

Looked up by structure from the list above (four):
SMILES	FXIIa inh 1536	thrombin 1536	Furin inhibitor	Rad51 HR inh	Cl transport mod	FXIa inh	PERK inhibitor	m-calpain inh	hK5 inh
COCCCNC(=O)CCCn1c(=O)c2ccccc2n(Cc2cccc([N+](=O)[O-])c2)c1=O	7.7	-9.1	-12.2	-32.4	-0.779	-2.4	-0.2	-30.7	-7.9
O=C(NCCCn1ccnc1)c1cc(S(=O)(=O)N2CCOCC2)c(Cl)cc1Cl	9.1	-1.4	-13.4	-1.1	-1.64	-11.8	0.0	-36.8	-8.4
CCOC(=O)c1cn(Cc2cccc(Cl)c2)c2cc(C)nn2c1=O	2.2	-5.3	-3.9	-10.3	x	-3.6	-0.3	-114.5	-3.3
COc1cc(C(=O)Nc2ccc3c(c2)OCO3)ccc1OCc1c(C)noc1C	10.4	-7.8	-10.0	-2.0	-0.0474	4.7	0.4	30.5	5.0

Not all compounds are listed, so the mix of outcomes need not match the whole.
